Compound activity: PubChem, National Center for Advancing Translational Sciences (NCATS)
ERK EGF block: qHTS Assay for Inhibitors of the ERK Signaling Pathway using a Homogeneous Screening Assay; Stimulation with EGF; HEK293-V1b, EGF-stimulated phospho-ERK AlphaScreen; Potency, µM (series often up to 11.5 µM), without a hit: at the highest dose activity change, negative = inhibition, hits mostly inhibitors; actives 0.41% (n = 130,000); active = well fitted inhibition curve with a large enough effect; inconclusive = small, poorly fitted or top-dose-only effect, or effect the other way;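 note: plate controls were stimulated vehicle wells for no effect and unstimulated vehicle basal for full effect; nearly all actives have a fitted effect of over 55% in size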
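EGF-stimulated (25 nM, 5 min) phospho-ERK in HEK293 cells stably expressing V1b, cells pretreated 30 min with compound at 37C. Homogeneous AlphaScreen read on lysates.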
Numbers without * were called inactive; ? = inconclusive; & = joins results of further samples; [ ] = remark or other dose. Potency is the fitted concentration of half-maximal effect. These rows are one share of the data; count on the stated rates, not on these rows.

nr	smiles	ERK EGF block
1	Cc1ccccc1OCC(=O)N/N=C/c1ccncc1	3%
2	CCOC(=O)C[N+]1(C)CCN(C(C)=O)CC1	-2%
3	COCCn1c(SCC(=O)N2CCc3ccccc32)nc2c(c1=O)SC(C)C2 (configuration not stated)	-3%[57.5 µM]
4	Fc1cccc(Cl)c1CSc1ccc(-c2ccco2)nn1	-2%
5	CC1CN(c2ccc([N+](=O)[O-])nc2)CC(C)O1 (configuration not stated)	-8%
6	COCCNC(=S)NNc1ccccc1[N+](=O)[O-]	-7%
7	CCOC(=O)C1CCCN(Cc2nc(C3CC3)no2)C1 (configuration not stated)	-6%[57.5 µM]
8	O=C(NCc1ccccc1)C1CCCN(c2nc3ccsc3c(=O)s2)C1 (configuration not stated)	-7%
9	CCC(C)c1ccc(O[C@@H]2O[C@H](CO)[C@@H](O)[C@H](O)[C@H]2NC(C)=O)cc1 (some centres not stated)	7%
10	CCCC(=O)Nc1nnc(-c2ccc3c(c2)OCO3)s1	0%[57.5 µM]
11	CN(C)c1ccc(C2SCCN2C(=O)c2ccc([N+](=O)[O-])cc2)cc1 (configuration not stated)	?
12	COC(=O)[C@@H]1C[C@@]2(O)[C@H](O)[C@H](O)[C@H](O)C[C@H]2N1Cc1ccc(N2CCOCC2)cc1	?
13	CNCC(O)c1cccc(O)c1 (configuration not stated)	8%
14	Cc1nc2c(C)cccc2c2c1CCN2c1ccccc1F	7%[57.5 µM]
15	COc1ccc(CCn2c(N)c(C(=O)NCc3ccco3)c3nc4ccccc4nc32)cc1	14%
16	O=C(CCS(=O)(=O)Cc1ccc(Cl)cc1)NCCc1ccccc1	-2%
17	COc1c(C)cc(Br)cc1C(=O)Nc1ccc(C)cc1[N+](=O)[O-]	0%
18	CCO[C@H]1OC(C(N)=O)=C[C@@H](c2ccccc2)[C@@H]1CCCO	5%[57.5 µM]
19	CC(=O)Oc1ccc(S(=O)(=O)c2ccc(OC(C)=O)cc2)cc1	6%
20	COc1ccc(CCNC(=O)CSc2ccc(-c3cccs3)nn2)cc1	-1%
21	CC(C)C(C)NC(=O)CN1C(=O)NC2(CCCCCC2)C1=O (configuration not stated)	5%
22	Cn1nc(C(=O)NNC(=O)COc2ccccc2)c2ccccc2c1=O	-3%
23	CCOC(=O)C(C(=O)OCC)C1CCS(=O)(=O)C1 (configuration not stated)	0%
24	O=C(Nc1cccc(Cl)c1)NC1CC2CCC(C1)N2Cc1cccs1 (configuration not stated)	1%
25	CC1(C)S[C@@H]2[C@H](NC(=O)C3(N)CCCCC3)C(=O)N2[C@H]1C(=O)O	-2%[25.7 µM]
26	CCOC(=O)Cn1cc(/C=N/N2C(=O)C3C4C=CC(C4)C3C2=O)c2ccccc21 (configuration not stated)	-5%
27	CN(Cc1ccccc1)C(=O)c1nc2ccccn2c1CNCCn1cccn1	?
28	Cc1cnc(CNc2ncncc2-c2ccccc2C#N)cn1	30%
29	CCN(CC)CCCNC(=O)c1ccc2c(SCC(=O)O)c3c(nc2c1)CCC3	2%
30	CC1=C(C#N)C(=O)NC(=O)/C1=C/c1ccc(-c2ccc(S(N)(=O)=O)cc2)o1	-1%
31	COc1ccc(NC(=S)NNC(=O)c2nnn(-c3ccccc3)c2C)cc1	0%
32	Cc1c(C(=O)NC(C)C)c(-c2ccccc2)nn1-c1ccccc1	-13%
33	Cc1cccn2c(=O)c(/C=C(\C#N)C(=O)NCc3ccco3)c(N3CCCC(C)C3)nc12 (configuration not stated)	-12%
34	COc1cc(-c2cc(C(=O)Nc3nc4ccccc4s3)c3ccccc3n2)cc(OC)c1OC	3%
35	CN1OCC(S(=O)(=O)c2ccccc2)C1c1ccccc1 (configuration not stated)	0%
36	CCN(CC)S(=O)(=O)c1cc(NC(=O)CN2C(=O)NC3(CCCc4ccccc43)C2=O)ccc1C (configuration not stated)	-3%
37	Cc1sc(NC(=O)c2ccccc2)c(C(=O)c2ccccc2)c1C	?
38	N/N=C/C(=N\Nc1ccc(Cl)cc1)C(=O)c1ccncc1	4%[57.5 µM]
39	Cc1ccc([N+](=O)[O-])cc1NCC(=O)NN	2%
40	CCCC[C@@H]1CNC(=O)C(=O)N1CC(C)(C)C	-11%[57.5 µM]
41	CCOC(=O)c1cnc(COc2ccccc2Cl)[nH]c1=O	-5%[57.5 µM]
42	O=C(COC(=O)c1cccc2ccccc12)NCC1CCCO1 (configuration not stated)	-1%
43	N#Cc1c(N)nc2c(c1-c1ccccc1)CCC2	2%
44	CC1(C)CC(=O)C2=C(C1)N1C(=C(C#N)C2c2ccccc2Cl)N=C(N)c2ccccc21 (configuration not stated)	2%
45	Cc1cccc(Nc2nnc(SCc3cc(=O)n4cc(C)ccc4n3)s2)c1	1%
46	COCCCNc1nc2ccccc2[nH]c1=O	-2%
47	COC(=O)c1c(-c2cccc(OC)c2)csc1N	2%
48	OCCCNc1nccc(-c2cc(Nc3cccc(Cl)c3)ncn2)n1	22µM*
49	COc1ccc(CC(=O)Nc2cc(S(=O)(=O)N3CCCCC3)ccc2N2CCN(C)CC2)cc1	3%
50	NS(=O)(=O)c1ccc(NC(=O)Cc2c(F)cccc2Cl)cc1	-5%
51	COc1cc(CCC(=O)Nc2ccc(S(=O)(=O)NC3=NCCCCC3)cc2)cc(OC)c1OC	-5%
52	CC1=C(CC(=O)O)c2cc(F)ccc2/C1=C\c1ccc(S(C)=O)cc1 (configuration not stated)	3%
53	CN(C)CCOc1ccc(Cl)cc1C(C)(C)C	?
54	Cc1ccc(OC(=O)c2cccc(S(=O)(=O)N3CCCC3)c2)c(-n2nc3ccccc3n2)c1	7%
55	CCOc1cccc2cc(C(C)=O)oc12	0%
56	Clc1ccc(-c2nnc3n2CCCCS3)cc1	8%

The listing continues:
nr	smiles	ERK EGF block
57	COc1ccc(/C=N/NC(=O)Cn2ccnc2C)cc1OC	6%[57.5 µM]
58	COc1cc(C2C(C#N)=C(N)Oc3n[nH]c(-c4cccnc4)c32)cc(Br)c1O (configuration not stated)	-17%
59	Oc1ccc(CCc2n[nH]c(=S)n2-c2ccc(F)cc2)cc1	-1%[57.5 µM]
60	COc1ccc(CNC(=O)c2noc(C(C)C)c2[N+](=O)[O-])cc1	7%
61	Nc1nc(-c2ccc(Br)cc2)c(S(=O)(=O)c2ccccc2)s1	12%
62	COc1ccc(C(=O)COC(=O)C(CCCCN2C(=O)C3C4C=CC(C4)C3C2=O)N2C(=O)C3C4C=CC(C4)C3C2=O)cc1 (configuration not stated)	4%
63	O=C(Nc1ccc(F)cc1)Nc1cc(S(=O)(=O)N2CCOCC2)ccc1N1CCCC1	9%
64	COc1ccc(NC(=O)C(c2ccccn2)N(C(C)=O)c2ccc(C)cc2)cc1 (configuration not stated)	6%
65	S=C(NCc1ccccc1)NNc1ccccc1	?
66	COC(=O)NC(c1ccccc1)c1c[nH]c2ccccc12 (configuration not stated)	-3%
67	O=S1(=O)CCN2N=C(C34CC5CC(CC(C5)C3)C4)SC2=N1	1%
68	CCOC(=O)c1ccc(NC(=O)CSc2nnc(C3CC3)n2C)cc1	5%
69	COC(=O)C1=C(C)N(Cc2ccccc2)C(=O)N[C@H]1c1ccccc1	-1%&24%
70	Cc1cc(O)c(C)c(O)c1C(=O)O	2%
71	N#CCC(=O)N/N=C/c1ccc(OC2CSC2)cc1	6%
72	COc1cccc(N/C(N)=N/c2nc(C(F)(F)F)cc(=O)[nH]2)c1	-4%
73	CCN(Cc1ccccc1)C(=O)COC(=O)Cn1cnc2ccccc21	1%
74	Cc1ccc(/C=N/NC(=O)Cn2cncn2)cc1	1%
75	Cc1ccc(S(=O)(=O)NCC(c2ccco2)N2CCOCC2)cc1 (configuration not stated)	-5%
76	Cc1ccc(S(=O)(=O)CCc2nc3ccccc3[nH]2)cc1C	8%
77	Cc1cccc(NCCC#N)c1	3%
78	COc1ccc(NC(=S)NCc2cccnc2)cc1	-9%[57.5 µM]
79	CCCc1nc2sc3c(=O)[nH]cnc3c2c2c1CCCC2	-3%[57.5 µM]
80	COc1c(C)cc(C(=O)C2CCCN(C(=O)C3=C(C)OCCO3)C2)cc1C (configuration not stated)	-9%[57.5 µM]
81	CCOc1ccc(Nc2nnc(SCc3nc4ccccc4c(=O)[nH]3)s2)cc1	-12%[57.5 µM]
82	C[N+]1(C)CC2([N+](=O)[O-])CC=C(Oc3ccccc3)C([N+](=O)[O-])(C2)C1 (configuration not stated)	-4%
83	C/C=C/C(=O)Nc1nnc(-c2ccccc2C)s1	25%
84	CNc1ccc(/C=C(\C#N)c2ccccn2)cc1[N+](=O)[O-]	0%
85	CCc1ccc(/C=C(\Cl)c2nc3cc(Cl)ccc3c(=O)[nH]2)cc1	1%
86	COC(=O)c1ccc([C@@H]2C[C@H]3CN(Cc4cccnc4)C(=O)[C@]34CCCN24)cc1	-5%
87	CCOc1cc(CNc2ccc(N3CCCCC3)cc2)cc(Br)c1OCC(=O)NC(C)(C)C	-8%
88	O=C(NCc1ccc(Cl)cc1)c1n[nH]c([N+](=O)[O-])c1Cl	-4%
89	COc1ccc(CC(=O)OCc2cc(=O)n3cc(Br)ccc3n2)cc1OC	0%
90	Cc1cc(C)n(C(=O)/C(C#N)=N/Nc2cc(Cl)cc(Cl)c2)n1	-5%
91	Clc1ccc2c(c1)nc1n2CCCC1	-15%[57.5 µM]
92	CCCCOC(=O)/C=C/c1ccc(OC(=O)OC)c(OC(=O)OC)c1	-6%
93	CC1CCCC(NC(=O)C2c3ccccc3C(=O)N2Cc2cccs2)C1C (configuration not stated)	10%
94	O=S(=O)(Nc1ccccc1O)c1ccc(-c2ccccc2)cc1	?
95	O=C(Cn1cccc1C(=O)c1ccccc1)NCCC1=CCCCC1	-6%
96	OCCN1CCN(C(=S)Nc2cccc(C(F)(F)F)c2)CC1	8%[57.5 µM]
97	O=C(Cc1ccc(Cl)c(Cl)c1)Nc1ccc(SC(F)F)cc1	-5%
98	C#Cc1ccc(C(=O)Nc2ccc(N3CCC(C)CC3)c(C(N)=O)c2)cc1	?
99	O=C(Nc1ccc(S(=O)(=O)Nc2ccccc2)cc1)c1ccc(CN2CCOCC2)cc1	?
100	CC(C)Nc1nc(SC(C)C(=O)Nc2ccccc2)nc(N(C)C)n1 (configuration not stated)	13%
101	N#Cc1c(Nc2ccccc2)sc(C(=O)c2ccc(F)cc2)c1N	-3%
102	C#CCSc1nc(=O)c2cccnc2n1-c1ccc(C)cc1	3%[57.5 µM]
103	Cc1c(Cl)cccc1NC(=O)CNC(=O)c1ccc(F)cc1	5%
104	COc1ccc(-n2c(CN3CCN(Cc4ccccc4)CC3)nc3ccc([N+](=O)[O-])cc3c2=O)c(OC)c1	-14%
105	CCN1CCN(C(=O)C(=O)c2c(C)[nH]c3ccccc23)CC1	1%
106	CCN1CCN(C(=O)c2cc3cc([N+](=O)[O-])ccc3oc2=O)CC1	-7%
107	O=C(Oc1ccccc1O)c1cccc2ccccc12	-4%
108	Nn1c(-c2ccccc2Cl)nnc1-c1ccccc1Cl	5%
109	COc1ccc(OC)c(CCNC(=O)c2ccc(CS(=O)(=O)c3ccc(Br)cc3)o2)c1	3%[57.5 µM]
110	O=C(CSc1nc2ccccc2o1)N/N=C/c1ccccc1C(=O)O	6%[57.5 µM]
111	CCOC(=O)C1=C(C)C2C3C(=O)N(c4ccccc4C)C(=O)C3C1(C)C1C(=O)N(c3ccccc3C)C(=O)C21 (configuration not stated)	-4%
112	N#Cc1ccc(C(=O)CSc2n[nH]c(=O)n2-c2cccnc2)cc1	-2%[57.5 µM]

Other records follow.
nr	smiles	ERK EGF block
113	CN(C)c1ccc(/C=N/NC(=S)NCc2ccco2)cc1	-2%
114	O=C(Nc1nc2ccc(S(=O)(=O)N3CCCC3)cc2s1)c1ccccn1	4%
115	O=C(N/N=C/c1ccc(Cl)cc1)C(=O)N1CCCCCC1	-4%
116	O=C(Nc1cccc2c1CCCC2)c1cc([N+](=O)[O-])cc([N+](=O)[O-])c1	0%
117	COc1cc(/C=C/c2sc3ccccc3[n+]2CCCS(=O)(=O)[O-])ccc1O	3%
118	CCn1nc(NC(=O)c2ccccc2)c2cc3cccc(C)c3nc21	?
119	Cc1ccc(S(=O)(=O)N2CCN(C(C)CC(=O)O)CC2)cc1 (configuration not stated)	-3%
